# E-sel TNF inh: blocks E-selectin expression induced by TNF alpha. inhibition, % at 2 µM. 0.71% of 120,000 active. HUVEC TNFa-induced E-selectin immunofluorescence, high content;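 active = inhibition above the batch mean plus 3 SD, and confirmed as a hit on visual image review, cut at about 43% in these data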;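 also: 0% = TNF-stimulated DMSO wells and 100% = unstimulated control wells; not every result past the cut was called active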
# Active calls of the source: *. A portion of the library. The share of hits here may be higher or lower than overall.
# Sample of the layout:
SMILES,E-sel TNF inh
COc1cc(-c2nc3ccccn3c2/N=C/c2cccc(OC)c2O)ccc1O,13
COc1ccc(C(=O)Nc2ccc(S(=O)(=O)Nc3onc(C)c3C)cc2)c(OC)c1,-3

# Results (from the top)
SMILES,E-sel TNF inh
COc1cc(-c2nc3ccccn3c2/N=C/c2cccc(OC)c2O)ccc1O,13
COc1ccc(C(=O)Nc2ccc(S(=O)(=O)Nc3onc(C)c3C)cc2)c(OC)c1,-3
CCOC(=O)Cn1nc(C)c([N+](=O)[O-])c1C,8
COc1ccc(C(=O)NCc2ccc3c(c2)cc(C)n3C)cc1OC,-8
CCCn1cc(CN2CCCC(C(=O)c3cccc(OC(C)C)c3)C2)c(C)n1 (configuration not stated),-36
Cn1nnnc1SCC(=O)NCc1cc([N+](=O)[O-])ccc1O,-26
Cc1ccc(CSCCNC(=O)c2ccc(C)cc2)cc1,-24
COc1ccc(NS(=O)(=O)c2ccc(Cl)c(C(=O)O)c2)cc1S(=O)(=O)N1CCCCC1,23
CN(Cc1cccnc1)C(=O)CC1C(=O)NCCN1Cc1ccc(-c2ccccc2)cc1 (configuration not stated),-5
COc1ccc(-n2nnnc2SCC(=O)NCc2cccs2)cc1,13
COc1ccccc1/C=N/NC(=O)CSc1cc(C)nc2ccccc12,-1
CN(C)C(=O)COc1ncnc2scc(-c3ccc(F)cc3)c12,-55
COc1cc(-c2cc(-c3ccc(O)cc3)nc(N)c2C#N)ccc1O,-17
Cn1c(=O)cc(OCCCC(=O)NCc2cccnc2)c2ccccc21,-20
CC(Oc1ccc(F)cc1)C(O)CCN(C)C (configuration not stated),-1
CCOc1ccc(Cc2n[nH]c(=S)n2Cc2ccccc2)cc1,-72
O=c1nc(/C=C/c2cccn2-c2ccc([N+](=O)[O-])cc2)cc(C(F)(F)F)[nH]1,-20
CC(C)(C)OC(=O)NNC(=O)c1cccs1,-28
COc1ccc(CNC(=O)C/C(C)=N/NC(=O)COc2ccc(C)cc2Br)cc1,-6
CCCS(=O)(=O)N1CCC(Cc2ccc(OC)cc2)(C(=O)OCC)CC1,-8
CN(C)/N=C/c1cn(-c2ccccc2)nc1-c1cccnc1,27
Cc1cccc(NC(=S)N2CCN(S(=O)(=O)c3cccc(F)c3)CC2)c1,-24
O=C(COc1cccc2c1CCN(Cc1ccccc1)C2=O)N1CCCCC1,-26
CSc1nsc(SCC(=O)Nc2nncs2)n1,15
C=CCNc1nc2ccccc2c(=O)[nH]1,-10
COc1ccc(NC(=O)/C(Cl)=C(/Cl)S(=O)Cc2ccccc2Cl)cn1 (configuration not stated),100*
Nc1ccn(Cc2ccccc2F)n1,0
CS(=O)(=O)N(CC(=O)N1CCOCC1)c1cccc([N+](=O)[O-])c1,2
COc1ccc(/C=N/N(C)c2cc(=O)n(C)c(=O)[nH]2)cc1OC,12
CC(C)c1ccc(OCC(=O)NC(Cc2c[nH]c3ccccc23)C(=O)O)cc1 (configuration not stated),-7
O=C(O)C1CCN(c2ccc(Cl)nn2)CC1,26
CCc1ccc(-c2cc(C(=O)N/N=C/c3ccccn3)[nH]n2)cc1,-9
Nc1nnc(-c2cc3c(ccc4ccccc43)oc2=O)s1,1
Cn1cc(CN(Cc2ccccn2)C[C@@H]2CCC(=O)N2)c(-c2ccccc2F)n1,-3
CCOC(=O)c1cc(-c2ccc(OC)cc2)nn1-c1ccc(C(=O)O)cc1,-17
O=C(CN(CC1CCCO1)C(=O)c1nsc(Cl)c1Cl)NC1CCCC1 (configuration not stated),-12
COc1ccc(C(=O)NCC(=O)Nc2cccc(S(=O)(=O)NCc3ccco3)c2)cc1OC,3
COCC(=O)NC1CCN(S(=O)(=O)c2cccc(C(C)=O)c2)CC1,10
Nc1nnc(CCS(=O)(=O)c2ccc(Br)cc2)s1,-30
COc1ccc(CN(CC2CCC(C(=O)O)CC2)C(=S)Nc2cc(C)ccc2C)cc1 (configuration not stated),9
Cc1ccc(NCC(=O)N/N=C/c2c[nH]c3ccccc23)cc1,8
O=[N+]([O-])c1cccc(Nc2c3ccccc3nc3ccccc23)c1,-31
O=C(C1CC1)N1CCN(S(=O)(=O)c2ccc3c(c2)OCCO3)CC1,21
CC(=O)Nc1ccc(OCC(=O)NC(C)c2ccc(F)cc2)cc1 (configuration not stated),-40
O=C(CCNC(=O)c1ccco1)Nc1ccc(SC(F)F)cc1,-16
O=C(Nc1ccc(F)cc1F)c1ccc(-n2cccn2)nc1,4
CC(C)NS(=O)(=O)c1ccc(CCC(=O)N2CCC(C(N)=O)CC2)cc1,-3
O=C(c1ccc(F)c(S(=O)(=O)N2CCOCC2)c1)N(c1ccccc1)c1ccccn1,-4
O=C(NN1C(=O)C2C(C1=O)C1C=CC2C12CC2)c1cccnc1 (configuration not stated),12
COc1ccc(C(=O)NNC(=O)c2cc3cccc(OC)c3oc2=O)cc1,-3
CCOC(=O)CSc1nnc(COc2cccc(C)c2)o1,-12
O=C(Nc1cc2c(=O)n(-c3ccc(Oc4ccccc4)cc3)ccc2oc1=O)c1ccccc1,34
CCN(C(=O)Cn1cc(C(C)=O)c2ccccc21)c1ccccc1,3
CCN1CCN(C(c2ccc(OC)cc2)c2nnnn2Cc2ccc3c(c2)OCO3)CC1 (configuration not stated),-30
Cc1ccc(N)cc1S(=O)(=O)N(C)C,55*
Cc1cc(=O)c(C(=O)O)nn1-c1ccccc1,3
Cc1ccc(NC(=O)c2[nH]cnc2C(=O)NN)cc1,-18
NCc1ccc2[nH]c(=O)[nH]c2c1,25
COc1ccc(/C=N/N2CCN(C)CC2)c(OC)c1OC,-18
O=C(/C=C/c1ccccc1[N+](=O)[O-])NCc1ccncc1,-63

# (cont.)
SMILES,E-sel TNF inh
Clc1ccc(CSc2ccc(-c3ccccn3)nn2)cc1,-30
Cn1c(SCc2ccccc2)nnc1-c1ccco1,17
COC(=O)c1cc2nc(-c3ccc(C)cc3)cc(C(F)(F)F)n2n1,-8
Cc1nnc(SCC(=O)c2ccc(Cl)cc2)s1,-7
CCC(=O)N1C(=O)C2(Nc3ccccc3N2)c2ccccc21,-24
Cc1n[nH]c(C)c1CS(=O)(=O)c1ccccc1,-23
COc1cc(/C(C)=N/N2CCOCC2)cc(OC)c1OC,-6
CC(C)c1ccc(NC(=O)N2CCN(S(=O)(=O)c3ccccc3)CC2)cc1,-31
Cn1c(=O)c(=O)n(C)c2cc(S(=O)(=O)NCc3ccc(Cl)cc3)ccc21,-5
O=c1cc(O)c2c(=O)n(Cc3ccccc3)c3ccccc3c2o1,-17
Cc1cc(F)c(F)cc1C(=O)N1CCCC1,-20
FC(F)(F)c1cccc(Cc2noc(CN3CCCC(CN4CCCC4)C3)n2)c1 (configuration not stated),-8
O=C(COc1ccccc1C(=O)Nc1ccccc1)NCCc1ccccc1,-17
Cc1cc(NS(=O)(=O)c2ccc(NC(=O)c3ccc(Br)o3)cc2)nc(C)n1,-25
O=c1c2c(nc3cc(-c4cccc(F)c4)[nH]n13)CCC2,-26
Cc1cccc(NC(=O)COC(=O)c2cc(C)oc2C)c1,-31
O=C1c2ccccc2NC(c2ccco2)N1/N=C/c1ccco1 (configuration not stated),-4
CCOC(=O)C1C(=O)N(O)CC1c1cccc(Oc2ccccc2)c1 (configuration not stated),1
CCCC(c1nnnn1Cc1ccc(F)cc1)N1CCN(CC)CC1 (configuration not stated),13
CCOc1ccccc1NC(=O)C1CCN(C(=O)c2cccs2)CC1,-1
COc1ccc(C(C)C)cc1S(=O)(=O)Nc1ccncc1,7
Cc1ccc(CS(=O)(=O)c2nsc(C)c2C#N)cc1,7
Cc1cc(C)n(-c2ccc(C(=O)NC3CCCCC3)cc2)n1,-4
Cc1c(NC(=O)c2ccc3c(c2)C(=O)N(Cc2ccco2)C3=O)cccc1C(=O)O,-10
FC(F)(F)c1cnc(NNC(=S)Nc2cccnc2)c(Cl)c1,-21
CCc1[nH]nc(C(=O)N2CCCC(CCC(=O)N3CCN(c4ccccn4)CC3)C2)c1C (configuration not stated),-31
CCC(C)NCC(O)(c1ccc(Cl)cc1)c1ccc(Cl)cc1 (configuration not stated),-26
O=C(Cc1ccc(-c2ccccc2)cc1)NC1CCCC1,13
COc1ccc(Cl)cc1C(=O)NNC(=O)CSc1nnc2ccccn12,-34
Cc1cc([N+](=O)[O-])c(C)cc1-c1ccc(/C=N/NC(=O)c2cccnc2)o1,-5
Cc1cccc(NC(=S)N(Cc2cccc(Br)c2)CC2CCC(C(=O)O)CC2)c1 (configuration not stated),8
CCOC(=O)N1CCN(c2cc(C)c([N+](=O)[O-])cc2F)CC1,2
CC(C)CNS(=O)(=O)c1ccc(CCC(=O)NCCC2=CCCCC2)cc1,-12
COc1ccc(C(=O)NC(=S)N2CCNC(=O)C2)cc1Br,16
CCCNS(=O)(=O)c1ccc(OCC(=O)Nc2ccc3c(c2)OCO3)cc1,11
CCOC(=O)C1CCN(CC(O)COCc2ccc3c(c2)OCO3)CC1 (configuration not stated),-11

# Given with tabs: entries from further up.
SMILES	E-sel TNF inh
Clc1ccc(CSc2ccc(-c3ccccn3)nn2)cc1	-30
Cn1c(SCc2ccccc2)nnc1-c1ccco1	17
COC(=O)c1cc2nc(-c3ccc(C)cc3)cc(C(F)(F)F)n2n1	-8
Cc1nnc(SCC(=O)c2ccc(Cl)cc2)s1	-7
CCC(=O)N1C(=O)C2(Nc3ccccc3N2)c2ccccc21	-24
Cc1n[nH]c(C)c1CS(=O)(=O)c1ccccc1	-23
COc1cc(/C(C)=N/N2CCOCC2)cc(OC)c1OC	-6
CC(C)c1ccc(NC(=O)N2CCN(S(=O)(=O)c3ccccc3)CC2)cc1	-31
Cn1c(=O)c(=O)n(C)c2cc(S(=O)(=O)NCc3ccc(Cl)cc3)ccc21	-5
O=c1cc(O)c2c(=O)n(Cc3ccccc3)c3ccccc3c2o1	-17
Cc1cc(F)c(F)cc1C(=O)N1CCCC1	-20
FC(F)(F)c1cccc(Cc2noc(CN3CCCC(CN4CCCC4)C3)n2)c1 (configuration not stated)	-8
O=C(COc1ccccc1C(=O)Nc1ccccc1)NCCc1ccccc1	-17
Cc1cc(NS(=O)(=O)c2ccc(NC(=O)c3ccc(Br)o3)cc2)nc(C)n1	-25
O=c1c2c(nc3cc(-c4cccc(F)c4)[nH]n13)CCC2	-26
Cc1cccc(NC(=O)COC(=O)c2cc(C)oc2C)c1	-31
O=C1c2ccccc2NC(c2ccco2)N1/N=C/c1ccco1 (configuration not stated)	-4
CCOC(=O)C1C(=O)N(O)CC1c1cccc(Oc2ccccc2)c1 (configuration not stated)	1
CCCC(c1nnnn1Cc1ccc(F)cc1)N1CCN(CC)CC1 (configuration not stated)	13
CCOc1ccccc1NC(=O)C1CCN(C(=O)c2cccs2)CC1	-1
COc1ccc(C(C)C)cc1S(=O)(=O)Nc1ccncc1	7
Cc1ccc(CS(=O)(=O)c2nsc(C)c2C#N)cc1	7
Cc1cc(C)n(-c2ccc(C(=O)NC3CCCCC3)cc2)n1	-4
Cc1c(NC(=O)c2ccc3c(c2)C(=O)N(Cc2ccco2)C3=O)cccc1C(=O)O	-10
FC(F)(F)c1cnc(NNC(=S)Nc2cccnc2)c(Cl)c1	-21
CCc1[nH]nc(C(=O)N2CCCC(CCC(=O)N3CCN(c4ccccn4)CC3)C2)c1C (configuration not stated)	-31
CCC(C)NCC(O)(c1ccc(Cl)cc1)c1ccc(Cl)cc1 (configuration not stated)	-26
O=C(Cc1ccc(-c2ccccc2)cc1)NC1CCCC1	13
COc1ccc(Cl)cc1C(=O)NNC(=O)CSc1nnc2ccccn12	-34
Cc1cc([N+](=O)[O-])c(C)cc1-c1ccc(/C=N/NC(=O)c2cccnc2)o1	-5
Cc1cccc(NC(=S)N(Cc2cccc(Br)c2)CC2CCC(C(=O)O)CC2)c1 (configuration not stated)	8
CCOC(=O)N1CCN(c2cc(C)c([N+](=O)[O-])cc2F)CC1	2
CC(C)CNS(=O)(=O)c1ccc(CCC(=O)NCCC2=CCCCC2)cc1	-12
COc1ccc(C(=O)NC(=S)N2CCNC(=O)C2)cc1Br	16

# Next section:
SMILES,E-sel TNF inh
Cc1nn(C)c(Oc2cccc(C(F)(F)F)c2)c1C=O,4
O=CN1CCCN(Cc2nc(Cc3ccccc3F)no2)CC1,-7
Cc1ccc(CN=C(N)Nc2nc(C)cc(C)n2)cc1,-27
Cc1ccc(N/N=C2\CCS(=O)(=O)c3sccc32)cc1,-34
COc1cc(NC(=O)c2cc(Br)cc(C)c2OC)ccc1NC(=O)C(C)C,-13
Cc1ccc(CC(=O)Nc2cc([N+](=O)[O-])ccc2F)cc1,-18
COCCNC(=O)C(c1ccc(O)cc1)N(C(=O)CCC(=O)Nc1nccs1)c1cccc(C)c1 (configuration not stated),-26
O=C(NNc1nc(Nc2ccccc2)nc(N2CCOCC2)n1)Nc1ccc(Cl)cc1,-8
O=C(Cc1ccc(Cl)cc1)NCc1ccccc1Cl,-5
CN(CC(=O)Nc1ccc(N2CCOCC2)cc1)C(=O)CC(c1ccccc1)c1ccccc1,8
O=C(Cc1ccccc1)c1nnc(-c2ccccc2)o1,-7
CN1CCN(CCCCOc2ccccc2-c2ccccc2)CC1,-24
Cn1/c(=N/N=C/c2ccccn2)sc2ccccc21,-16
Cc1ccccc1OCc1nnc(SCC(=O)NCc2ccco2)n1C,10
O=c1c2c(nc3cc(-c4ccc(Br)cc4)[nH]n13)CCCC2,-3
O=C(CSc1nc2ccccc2c(=O)n1Cc1ccco1)N1CCCC1,-21
Cc1ccc(S(=O)(=O)N2CCNC(=O)CC2)cc1,-14
COc1ccc(/C=C(\C#N)C(=O)ONC2=NCCCCC2)cc1,-31
O=C(NCCn1cccn1)c1ccc(OC2CCN(C(=O)C3CC3)CC2)cc1,-1
CCOc1ccccc1NC(=O)C(NCC1CCCCC1)c1ccccc1 (configuration not stated),26
COc1ccc2oc(=O)c(C(=O)C[n+]3cccc(C)c3)cc2c1,-17

# High-throughput results from PubChem.
